CCT modulator: changes cytosolic chaperonin activity; activity change, % (test concentration not listed), hits read low; purified chaperonin ATPase assay, HTRF ADP detection, 30 min; 0.3% of 360,000 active; AID 651819; in the data active = activity change below about -30%; note: % is set by controls: 0 for no effect and ±100 for the full control effect
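TRiC (40 or 20 nM final, by batch activity) in 30 mM Tris pH 7.4, 100 mM KCl, 5 mM MgCl2, 1 mM DTT was treated with compound at 76 uM single dose, then 10 uM ATP, 30 min at 37 °C. ADP was read by HTRF Transcreener.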
EPAC1 ag: agonists of human EPAC1. O95398. EPAC1 agonist qHTS, biochemical assay; response scale: 100% = response to 6.5 mM cAMP. Potency, µM (top dose mostly 154 µM), for inactives: top-dose activation, most hits filed as activators. 0.073% of 360,000 active. AID 720707; note: potency is the fitted concentration of half-maximal effect; nearly all actives have a fitted effect of over 60% in size
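Compounds were pinned as a concentration titration into mixtures of EPAC1 (100 nM), BODIPY-GDP-loaded Rap1B (250 nM) and GDP (50 uM). After 5 min at room temperature, fluorescence was followed for 30 min; activity was scaled to 6.5 mM cAMP.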
EPAC2 agonist: activates human EPAC2 exchange factor; Q8WZA2; EPAC2 activation, biochemical qHTS; response scale: 100% = 6.5 mM cAMP response; Potency, µM (top dose mostly 154 µM), for inactives: at the top dose activation, actives largely listed as activators; 0.079% of 360,000 active; note: potency is the fitted concentration of half-maximal effect; nearly all actives have a fitted effect of over 50% in size
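Nucleotide exchange monitored as fluorescence drop when BODIPY-GDP leaves Rap1B. Reaction: 100 nM EPAC2, 250 nM RAP1B-BODIPY-GDP, 50 uM GDP, room temperature, kinetic read over 30 min. Activity expressed relative to 6.5 mM cAMP.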
PI5P4Ka inh: blocks human PI5P4K alpha kinase activity. 1.2% of 330,000 active. PI5P4Kalpha enzyme, ADP-Glo luminescence, 60 min; hits give low values. max response, %; active = max response of -50% or lower; inconclusive = between -30% and -50%; inactive = -30% or higher; note: value at the top dose of about 77 µM; % is set by controls: 0 for no effect and ±100 for the full control effect
Target sequence (P48426 whole entry, looked up): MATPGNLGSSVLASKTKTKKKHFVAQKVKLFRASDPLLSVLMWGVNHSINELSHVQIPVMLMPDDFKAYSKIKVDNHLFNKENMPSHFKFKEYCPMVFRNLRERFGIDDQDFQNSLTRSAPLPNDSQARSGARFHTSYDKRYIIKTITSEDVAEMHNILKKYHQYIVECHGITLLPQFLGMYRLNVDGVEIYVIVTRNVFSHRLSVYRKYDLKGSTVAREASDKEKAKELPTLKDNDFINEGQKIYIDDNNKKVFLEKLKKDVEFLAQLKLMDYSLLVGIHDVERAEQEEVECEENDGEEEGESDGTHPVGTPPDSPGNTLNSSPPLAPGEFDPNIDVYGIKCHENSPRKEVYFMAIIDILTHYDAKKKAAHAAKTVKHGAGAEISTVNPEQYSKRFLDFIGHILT
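ADP-Glo luminescence end-point after a 60 min room-temperature kinase reaction. PI5P4Kalpha and substrate in HEPES pH 7.4 buffer with EGTA, 0.1% CHAPS and 5% DMSO; ATP at 5 microM final.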
WRN inhibitor: WRN helicase (human) inhibition. Q14191. WRN helicase unwinding, fluorescent forked duplex, kinetic. Potency, µM (doses to about 114 µM), for inactives: at the top dose activity change, negative = inhibition, usual class: inhibitors. 0.46% of 360,000 active; note: potency is the fitted concentration of half-maximal effect; % is set by controls: 0 for no effect and ±100 for the full control effect; nearly all actives have a fitted effect of over 55% in size
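Kinetic fluorescence helicase assay: unwinding of a quenched forked DNA duplex (100 nM final) with 2 mM ATP final raises red fluorescence (525/598 nm). Compounds sat 15 min at room temperature with 20 nM WRN beforehand.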
IL2 activator: activates IL-2 in a cell-based reporter assay. activation, % (series mostly up to about 46 µM). 0.065% of 360,000 active. IL-2 activation reporter assay, cell-based qHTS; stimulated with anti-CD3/CD4/CD28 beads; in transgenic mouse T cells; in the data active = activation above about 50%; inconclusive = mostly about 30% to 49%; note: 0% is about no effect
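Readout: EGFP and DsRed signals by fluorescent plate cytometry. Unstimulated transgenic mouse T cells received compound 60 min before antibody-bead stimulation, then incubated 18 h at 37 degrees C.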
EPAC1 antag: blocks human EPAC1 exchange factor; Potency, µM (series often up to 115 µM), inactives show top-dose activity change, negative = inhibition, most hits filed as inhibitors; O95398; EPAC1 GEF assay, Rap1b-BODIPY-GDP exchange fluorescence; 0.14% of 360,000 active;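 note: potency is the fitted concentration of half-maximal effect; plate controls were vehicle for no effect and positive control for full effect; nearly all actives have a fitted effect of over 50% in size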
PLK1 PBD inh: blocks phosphopeptide binding to human PLK1 polo-box domain | P53350 | Plk1 PBD binding of FITC phosphopeptide, fluorescence polarization | Potency, µM, inactives show max response, negative = inhibition, actives largely listed as inhibitors | 2.8% of 360,000 active | AID 720504; note: potency is the fitted concentration of half-maximal effect; series mostly up to about 57 µM; % is set by controls: 0 for no effect and ±100 for the full control effect; nearly all actives have a fitted effect of over 65% in size
Target sequence (P53350 whole entry, looked up, the tested form may be a part): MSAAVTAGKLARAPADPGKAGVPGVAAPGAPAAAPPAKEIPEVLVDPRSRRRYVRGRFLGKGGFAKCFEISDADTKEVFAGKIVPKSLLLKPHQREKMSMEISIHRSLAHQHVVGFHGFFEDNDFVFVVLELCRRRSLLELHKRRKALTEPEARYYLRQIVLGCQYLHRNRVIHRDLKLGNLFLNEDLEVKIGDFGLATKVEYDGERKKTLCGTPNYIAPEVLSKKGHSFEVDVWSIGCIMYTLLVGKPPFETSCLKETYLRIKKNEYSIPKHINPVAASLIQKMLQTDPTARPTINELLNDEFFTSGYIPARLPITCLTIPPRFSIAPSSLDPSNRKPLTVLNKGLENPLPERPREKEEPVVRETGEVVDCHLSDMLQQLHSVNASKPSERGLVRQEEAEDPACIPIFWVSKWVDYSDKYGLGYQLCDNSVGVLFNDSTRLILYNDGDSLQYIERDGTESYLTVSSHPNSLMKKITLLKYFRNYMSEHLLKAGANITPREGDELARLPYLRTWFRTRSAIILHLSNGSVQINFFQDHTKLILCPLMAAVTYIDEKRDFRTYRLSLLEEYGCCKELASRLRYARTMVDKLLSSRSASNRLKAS
Active calls of the source: *; ? = inconclusive; . = no result given; [ ] = dose if it differs, or a comment. Unless noted, calls come from the whole dose curve; as a rule, active = well fitted curve in the direction sought with a large enough effect; inconclusive = small, poorly fitted or top-dose-only effect, or another doubt; inactive = no such curve, though single readings can be large; an effect the other way counts as inactive or inconclusive.

Sample of the layout (12 entries):
SMILES	CCT modulator	EPAC1 ag	EPAC2 agonist	PI5P4Ka inh	WRN inhibitor	IL2 activator	EPAC1 antag	PLK1 PBD inh
COc1ccc([N+](=O)[O-])cc1/C=N/NC(=O)c1nonc1N	-2.4	3%	9%	-9	7%	1.2	16%	-20%
Cc1cc(C(=O)OC(C)C(=O)NC2CCCCC2C)c2ccccc2n1 (stereo unspecified)	-1.6	15%	7%	3	3%	3.7	1%	-6%
Cc1noc(C)c1COc1ccc(CC(=O)NCCc2ccccn2)cc1	-7.4	-2%	-2%	-4	6%	-4.1	-9%	5%
Cc1cc(-c2ccccc2)nc(N/N=C/c2ccccc2)n1	0.4	14%	22%	1	5%	-0.6	-16%	-12%
COC(=O)[C@H]1C[C@@H]1[C@H](NC(=O)OCc1ccccc1)c1ccccc1	-0.9	0%	8%	-1	-6%	1.6	-13%	-13%
Cc1ccc(SCC(=O)Nc2cccc(-c3nnc(-c4ccco4)o3)c2)cc1	-7.4	11%	11%	5	-8%	-0.3	-20%	-5%
O=C1C(Cl)=C(N2CCCC2)C(=O)N1c1ccc(F)cc1	-6.2	-5%	3%	2	7%	-0.7	0%	-16%
O=[N+]([O-])c1ccccc1Oc1ccccc1Cl	0.7	2%	3%	-6	-1%	-2.1	-5%	-3%
CN(C)C1=NCCN1CCc1cccc(F)c1	0.2	9%	2%	-3	-1%	-3.1	-12%	5%
Cc1ccc(C(=O)N2CCc3ccccc32)cc1[N+](=O)[O-]	-1.2	4%	1%	4	-6%	-0.3	-10%	30µM*
CN(C)S(=O)(=O)c1cccc(NC(=O)CCCc2nc3ccccc3c(=O)[nH]2)c1	-2.4	2%	4%	1	-1%	-3.6	5%	-6%
COc1ccc(OC)c(N/C(=N/C(=S)Nc2ccccc2)Nc2nc(C)cc(C)n2)c1	1.1	4%	0%	1	0%	-0.4	-11%	-4%

The listing, previewed entries included:
SMILES	CCT modulator	EPAC1 ag	EPAC2 agonist	PI5P4Ka inh	WRN inhibitor	IL2 activator	EPAC1 antag	PLK1 PBD inh
COc1ccc([N+](=O)[O-])cc1/C=N/NC(=O)c1nonc1N	-2.4	3%	9%	-9	7%	1.2	16%	-20%
Cc1cc(C(=O)OC(C)C(=O)NC2CCCCC2C)c2ccccc2n1 (stereo unspecified)	-1.6	15%	7%	3	3%	3.7	1%	-6%
Cc1noc(C)c1COc1ccc(CC(=O)NCCc2ccccn2)cc1	-7.4	-2%	-2%	-4	6%	-4.1	-9%	5%
Cc1cc(-c2ccccc2)nc(N/N=C/c2ccccc2)n1	0.4	14%	22%	1	5%	-0.6	-16%	-12%
COC(=O)[C@H]1C[C@@H]1[C@H](NC(=O)OCc1ccccc1)c1ccccc1	-0.9	0%	8%	-1	-6%	1.6	-13%	-13%
Cc1ccc(SCC(=O)Nc2cccc(-c3nnc(-c4ccco4)o3)c2)cc1	-7.4	11%	11%	5	-8%	-0.3	-20%	-5%
O=C1C(Cl)=C(N2CCCC2)C(=O)N1c1ccc(F)cc1	-6.2	-5%	3%	2	7%	-0.7	0%	-16%
O=[N+]([O-])c1ccccc1Oc1ccccc1Cl	0.7	2%	3%	-6	-1%	-2.1	-5%	-3%
CN(C)C1=NCCN1CCc1cccc(F)c1	0.2	9%	2%	-3	-1%	-3.1	-12%	5%
Cc1ccc(C(=O)N2CCc3ccccc32)cc1[N+](=O)[O-]	-1.2	4%	1%	4	-6%	-0.3	-10%	30µM*
CN(C)S(=O)(=O)c1cccc(NC(=O)CCCc2nc3ccccc3c(=O)[nH]2)c1	-2.4	2%	4%	1	-1%	-3.6	5%	-6%
COc1ccc(OC)c(N/C(=N/C(=S)Nc2ccccc2)Nc2nc(C)cc(C)n2)c1	1.1	4%	0%	1	0%	-0.4	-11%	-4%
CCOc1ccccc1NC(=O)C(=O)NCCC1=CCCCC1	0.2	6%	5%	?	0%	-3.6	6%	27µM*
O=C(O)c1cccc2c1C(=O)c1cc(Br)ccc1S2(=O)=O	-3.6	-8%	-6%	0	6%	0.4	11%	1%
CC(C)(C)c1ccc(C(=O)NCC(=O)OCc2ccc([N+](=O)[O-])cc2)cc1	1.8	-16%	-1%	12	-9%	-1.5	1%	-9%
CC(c1ccccc1)C(CC(=O)O)C(=O)NC1CCCCC1 (stereo unspecified)	1.5	-14%	0%	-2	5%	4.1	6%	-11%
CCc1ccc(NS(=O)(=O)c2cccc3nonc23)cc1	-4.4	5%	-3%	13	0%[57.1 µM]	2.2	-6%	-15%
CC(=O)N1CCN(c2ccc(Oc3nnnn3-c3ccccc3)cc2)CC1	-5.3	7%	0%	2	8%	-2.7	-1%	-6%
O=C(Nc1ccc2c(c1)OCO2)NC1CCN(Cc2ccccc2)CC1	-8.9	6%	4%	.	-5%	-3.1	-3%	-13%
CCn1c(SCC(=O)Nc2ccccc2OC)nc(O)cc1=O	0.7	-7%	4%	6	1%	0.3	10%	2%
Cc1oc(-c2ccccc2Cl)nc1CS(=O)CC(=O)NCc1ccccc1Cl (stereo unspecified)	-4.0	8%	13%	-8	-3%	-1.1	-29%	-19%
CC(C)c1ccc(C(=O)N(c2ccccn2)C(C)c2ccco2)cc1 (stereo unspecified)	-0.9	3%	5%	0	-3%	-1.9	-3%	-4%
CCOc1ccc(C(C)=O)cc1CN1C(=O)NC2(CCCCCCC2)C1=O	-5.1	-4%	3%	1	-3%	0.2	-3%	-12%
Cc1oc(-c2cc(F)cc(F)c2)nc1CN1CCN(C(=O)c2ccco2)CC1	-1.5	2%	3%	-6	-13%	-2.7	-9%	-5%
Cc1ccc2nsnc2c1NC(=O)c1cncc(Br)c1	-1.0	7%	8%	0	15%	0.0	-22%	0%

Next section
SMILES	CCT modulator	EPAC1 ag	EPAC2 agonist	PI5P4Ka inh	WRN inhibitor	IL2 activator	EPAC1 antag	PLK1 PBD inh
O=C(Cn1ccc2ccccc2c1=O)NCCC(=O)Nc1ccc2c(c1)OCCO2	0.8	0%	5%	0	10%	-1.7	12%	0%
N#Cc1ccccc1OCCN1C(=O)c2ccccc2C1=O	2.0	2%	1%	-2	-14%	2.2	14%	-10%
O=C(NCC1CCCO1)c1cc([N+](=O)[O-])ccc1Cl (stereo unspecified)	0.0	6%	9%	1	8%	-0.7	18%	0%
O=c1[nH]c2ccccc2cc1-c1nnn(-c2ccc(F)cc2)n1	-2.8	-10%	-1%	0	-7%	-1.2	-19%	?
Cc1nc2sc3c(c2c(=O)n1/N=C/c1cccnc1)CCCC3	-1.0	4%	0%	1	0%	5.4	-17%	-4%
COc1ccc(CNC(=O)C2(C)Cc3c(-c4ccc(C(N)=O)cc4)ccnc3O2)cc1OC (stereo unspecified)	1.4	10%	3%	8	-1%	0.0	-5%	5%
Cc1cccc(Nc2nc(NCc3ccco3)nc(N)c2[N+](=O)[O-])c1	3.1	-7%	-1%	7	-4%	-0.4	-12%	0%
CCc1c(C)nc2c(C#N)c[nH]n2c1=O	-1.5	0%	-1%	.	-12%	0.7	-16%	-3%
Cc1ccc2nc(COC(=O)c3cccnc3Cl)cc(=O)n2c1	0.5	5%	0%	1	-3%	-2.2	5%	0%
S=C(NCC1CCCO1)N1CCc2ccccc2C1 (stereo unspecified)	0.5	-7%	3%	0	7%	-1.7	4%	2%
COC(=O)C(Cc1cnc(Cl)s1)(C(=O)OC)c1ccc([N+](=O)[O-])cc1[N+](=O)[O-]	1.0	8%	3%	1	4%	1.2	-5%	-11%
CC(C)c1nnc(NC(=O)C2CCN(c3cnccn3)CC2)s1	-0.5	12%	5%	.	-1%	0.5	1%	-6%
O=C(Nc1cccc2c1CCCC2)c1ccc(F)cc1	-0.7	-4%	2%	-6	-17%	2.5	22%	4%
CC(=O)NNc1cc(C)nc(NS(=O)(=O)c2ccc(C)cc2)n1	-1.7	5%	4%	0	13%	-1.5	6%	-15%
Cc1cccc(CN2[C@H](COC(=O)Nc3ccccc3)C=CS2(=O)=O)c1	-0.9	-14%	6%	0	-5%	-0.3	2%	0%
COc1ccccc1S(=O)Cc1ccc(C(=O)NC2CCCC2)o1 (stereo unspecified)	1.6	-11%	-2%	-2	2%	-3.7	3%	-26%
Cc1cc(C)n(CC(=O)N/N=C/c2cc([N+](=O)[O-])ccc2O)n1	-0.6	-8%	4%	-7	2%	0.2	16%	-9%
Cc1cc(C)cc(NC(=O)CCOc2ccccc2)c1	-2.1	-1%	7%	2	5%	-0.2	-6%	-5%
O=C(NC(c1ccc(F)cc1)c1ccc2ccccc2n1)C1CCN(CCOc2ccc(Cl)cc2)CC1 (stereo unspecified)	1.7	1%	14%	0	-2%	-0.8	-10%	-5%
CCOC(=O)N1CCN(Cc2c(NC(=O)c3ccco3)sc(C)c2C)CC1	-2.1	1%	9%	-3	4%	-0.2	7%	-13%
CC(C)(CNC(=O)CO/N=C1/C=C2CCC3C(C(O)C[C@@]4(C)C3CC[C@]4(O)C(=O)CO)[C@@]2(C)CC1)C(O)C(=O)O (stereo partly specified)	-15	8%	10%	-5	0%	-1.1	0%	-10%
O=C(O)c1cc([N+](=O)[O-])ccc1Nc1ccccc1	-0.2	-5%	2%	6	-1%	-0.8	8%	-5%
NC(=O)CN1C(=O)C2C3C=CC(C3)C2C1=O (stereo unspecified)	-1.0	0%	2%	-4	-2%	-2.4	-4%	-17%
c1ccc(C2CC(c3ccccc3)n3c(nc4ccccc43)N2)cc1 (stereo unspecified)	-1.7	5%	1%	0	5%	-3.2	-17%	-10%
Nc1ccccc1-c1nc2ccccc2[nH]c1=O	-0.2	-3%	3%	-10	-1%	0.0	-4%	-9%

As a working copy, two of the compounds above.
SMILES	CCT modulator	EPAC1 ag	EPAC2 agonist	PI5P4Ka inh	WRN inhibitor	IL2 activator	EPAC1 antag	PLK1 PBD inh
Cc1nc2sc3c(c2c(=O)n1/N=C/c1cccnc1)CCCC3	-1.0	4%	0%	1	0%	5.4	-17%	-4%
COc1ccc(CNC(=O)C2(C)Cc3c(-c4ccc(C(N)=O)cc4)ccnc3O2)cc1OC (stereo unspecified)	1.4	10%	3%	8	-1%	0.0	-5%	5%

A portion of the library (hit frequency here may not be typical).
